Screens as filed in PubChem BioAssay.
AI-2 QS mod: Vibrio harveyi AI-2 quorum sensing modulators, primary screen, JMH597 strain, luminescence/OD600 ratio; 0.4% of 300,000 active; Vibrio harveyi JMH597 AI-2 luminescence/OD600 ratio, 9 h; active compounds read low; strain lacks LuxN and CqsS sensors; 0 = neutral-control median; activity change, % at 7.5 µM; in the data active means activity change below about -75%, passing the limit was not always enough;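 further: luminescence divided by OD600 gain over 9 h not by final OD600 alone; inactives centre near 13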
HSF1 inhib: HSF1 inhibitors in luciferase reporter cells, primary screen, cell-based, NIH3T3, luminescence | activity change, negative = inhibition, % at 7.5 µM (by protocol) | NIH3T3-HGL HSE-luciferase, MG132-induced, luminescence 8 h; active compounds read low | 0.77% of 300,000 active;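 active means more than half of replicate wells show activity change below -50%, luminescence cut by over half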;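 further: luciferase reports HSF-1 transcriptional activity via heat shock element; 0% = median of DMSO wells and -100% = zero luminescence signal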
HSF-1 act: HSF-1 activators, primary screen, NIH3T3-HGL cells, MG132 stress, luminescence, single point | 1.7% of 300,000 active | NIH3T3-HGL HSF-1 luciferase reporter, 8 h; 100% = twice DMSO control signal | activation, % at 9 µM;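 active means mean replicate activation of at least 50% with a set share of replicates each reaching 50%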;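 further: 0% = median of the neutral control wells and 100% = twice that signal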
GSK3B inh: human GSK3beta kinase inhibitors, primary screen, biochemical, cell-free homogeneous, HTS | Glycogen synthase kinase-3 beta (Homo sapiens), P49841 | GST-GSK3beta kinase, ADP-Glo luminescence, 60 min; active compounds read low | activity score (negative = inhibition), % at 10 µM | 0.038% of 300,000 active;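 active means more than half of replicate wells score below -50%, meaning over 50% inhibition versus plate controls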;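 further: 0% = median DMSO wells and -100% = median GW8510 positive control wells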
Target sequence (P49841 whole entry, looked up): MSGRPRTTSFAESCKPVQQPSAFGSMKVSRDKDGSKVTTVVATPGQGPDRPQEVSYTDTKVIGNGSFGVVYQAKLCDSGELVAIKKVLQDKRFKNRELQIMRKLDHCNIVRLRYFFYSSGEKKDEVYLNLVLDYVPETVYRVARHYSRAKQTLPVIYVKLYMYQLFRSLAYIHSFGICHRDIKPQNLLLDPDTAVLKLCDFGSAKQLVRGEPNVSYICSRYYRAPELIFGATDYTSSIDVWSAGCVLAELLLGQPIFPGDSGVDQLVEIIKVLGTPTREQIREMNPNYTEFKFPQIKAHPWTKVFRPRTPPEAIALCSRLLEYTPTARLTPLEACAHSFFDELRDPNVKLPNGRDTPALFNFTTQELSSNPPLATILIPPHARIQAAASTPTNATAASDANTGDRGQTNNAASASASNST
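Test system – GST-tagged human GSK3beta kinase, cell-free · Incubation – 60 min enzyme reaction, room temperature · Signal – ADP-Glo luminescence · Also added – peptide substrate and ATP at 25 µM · Controls – DMSO neutral wells and GW8510 at 20 µM as positive · Buffer or medium – Tris/MgCl2 kinase buffer · Measure – Luminescence-derived activity versus plate DMSO and GW8510 wells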
HDAC3 inh: HDAC3 deacetylase inhibitors, primary screen, biochemical, fluorescence, cell-free homogeneous. Histone deacetylase 3 (Homo sapiens), O15379. recombinant HDAC3, fluorogenic peptide/trypsin coupled. inhibition, % at 8.3 µM. 0.15% of 320,000 active; in the data active means inhibition above about 26%, passing the limit was not always enough
Dyrk1A ADPGlo: rat Dyrk1A kinase inhibitors, primary screen, biochemical, single point, plate reader. Dual specificity tyrosine-phosphorylation-regulated kinase 1A (Rattus norvegicus), Q63470. ADP-Glo luminescence, NFATc1 peptide. 0.43% of 310,000 active. inhibition, % at 12.5 µM; in the data active means inhibition above about 50%;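 further: plate controls were vehicle with enzyme for no effect and no enzyme for full effect; many of its hits are not listed in these tables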
PolyA inh: polyadenylation inhibitors in yeast reporter cells, primary screen, luminescence, S. cerevisiae; 0.02% of 300,000 active; calls only at 12 µM; AID 1875, 2009; S. cerevisiae SKY197-pL101 polyadenylation reporter, beta-gal luminescence; efflux-impaired pdr1/pdr3 knockout yeast; score 100 = 6 SD above DMSO;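 active means lowest replicate activity score at least 50, where 100 means six control SD above control mean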;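 further: yeast exposed to compound for 9 h at 30 °C; higher score means more reporter readthrough which indicates perturbed polyadenylation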
HSP90 inh: HSP90 inhibitors, primary screen, cell lysate, luminescence. Rabbit reticulocyte lysate, luciferase refolding luminescence, 3 h. inhibition, % at 5.6 µM. 0.91% of 290,000 active. AID 1789, 2009;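 active means inhibition above the screen-wide mean plus 3 SD, computed separately per campaign, cut at about 16% in these data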;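 further: 0% = DMSO wells and 100% = 60 µM geldanamycin wells; inhibitors lower the luminescence because luciferase stays unfolded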
GSK3A inh: blockers of GSK3A enzyme activity – biochemical, luminescence, cell-free homogeneous, HTS, primary screen | Glycogen synthase kinase-3 alpha (Homo sapiens), P49840 | GSK-3 alpha kinase, ADP-Glo luminescence, 60 min | inhibition, % at 10 µM | 0.1% of 320,000 active | AID 2650, 2010;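 in the data active means inhibition above about 50%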;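 further: GST-tagged GSK-3 alpha with peptide substrate and 25 µM ATP; 0% = DMSO neutral wells and 100% = GW8510 positive control wells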
Target sequence (P49840 whole entry, looked up): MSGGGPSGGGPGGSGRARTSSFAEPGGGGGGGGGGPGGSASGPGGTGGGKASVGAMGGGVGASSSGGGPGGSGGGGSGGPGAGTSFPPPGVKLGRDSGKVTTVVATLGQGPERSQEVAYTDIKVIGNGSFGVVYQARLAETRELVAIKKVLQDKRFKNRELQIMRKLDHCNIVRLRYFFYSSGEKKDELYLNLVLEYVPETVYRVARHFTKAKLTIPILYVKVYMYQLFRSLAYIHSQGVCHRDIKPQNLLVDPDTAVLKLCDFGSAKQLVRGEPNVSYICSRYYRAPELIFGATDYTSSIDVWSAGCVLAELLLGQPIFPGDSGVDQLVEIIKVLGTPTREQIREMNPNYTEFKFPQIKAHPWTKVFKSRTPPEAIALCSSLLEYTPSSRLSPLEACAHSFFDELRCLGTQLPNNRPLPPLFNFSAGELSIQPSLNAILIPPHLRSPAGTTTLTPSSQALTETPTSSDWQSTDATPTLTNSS
Platelet DG rel: inhibitors of platelet dense granule secretion, primary screen, cell-based, MLPCN, human platelets; human platelet-rich plasma, SFLLRN dense granule ATP release, luminescence; inhibition, %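 (compounds screened at 7.5 µM in platelet-rich plasma)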; 0.22% of 300,000 active;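 active means mean replicate score, as percent of positive control, at or above 50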
Numbers without * were called inactive.

`CN(C)c1nc(N)nc(CSc2nc3c(c(=O)n(C)c(=O)n3C)n2Cc2ccccc2F)n1` gave AI-2 QS mod 10, HSF1 inhib -1, HSF-1 act 1, GSK3B inh -3, HDAC3 inh -6, Dyrk1A ADPGlo 8, PolyA inh inactive, HSP90 inh 3, GSK3A inh 0 and Platelet DG rel 3.
For Cc1cc(C)nc(NC(=O)CCN2C(=O)c3ccccc3S2(=O)=O)n1 the results were AI-2 QS mod 32, HSF1 inhib -3, HSF-1 act -8, GSK3B inh -1, HDAC3 inh -4, Dyrk1A ADPGlo 5, PolyA inh inactive, GSK3A inh 0 and Platelet DG rel -19.
`Nc1nc(SCC(=O)Nc2ccccc2C(F)(F)F)[nH]c(=O)c1-c1ccccc1` gave AI-2 QS mod 2, HSF1 inhib 9, HSF-1 act 36, GSK3B inh 0, HDAC3 inh 7, Dyrk1A ADPGlo -4, PolyA inh inactive, HSP90 inh -3, GSK3A inh 1 and Platelet DG rel -1.
Screening C=CCOc1cccc(C2/C(=C(/O)c3ccc(C)cc3)C(=O)C(=O)N2CCN2CCOCC2)c1 (stereo not drawn) returned AI-2 QS mod 1, HSF1 inhib 2, HSF-1 act -12, GSK3B inh 1, HDAC3 inh 2, Dyrk1A ADPGlo -1, PolyA inh inactive, HSP90 inh 1, GSK3A inh 2 and Platelet DG rel 4.
For Cc1ccc2c(c1)N(CC(=O)NCc1cccs1)C(=O)CO2 the results were AI-2 QS mod 13, HSF1 inhib 3, HSF-1 act 6, GSK3B inh -1, HDAC3 inh -3, Dyrk1A ADPGlo -1, PolyA inh inactive, HSP90 inh 2, GSK3A inh 1 and Platelet DG rel -9.
`CCC1(c2ccc(F)cc2)NC(=O)N(CC(=O)NC2CC2)C1=O` (stereo not drawn) gave AI-2 QS mod 16, HSF1 inhib -4, HSF-1 act -4, GSK3B inh 6, HDAC3 inh -2, Dyrk1A ADPGlo 12, PolyA inh inactive, GSK3A inh 1 and Platelet DG rel 6.
Screening Cc1c(OCC(=O)N2CCC(C(=O)NCCCC(=O)O)CC2)ccc2c1oc(=O)c1ccccc12 returned AI-2 QS mod 16, HSF1 inhib 0, HSF-1 act -7, GSK3B inh -2, HDAC3 inh -26, Dyrk1A ADPGlo -1, PolyA inh inactive, HSP90 inh -1, GSK3A inh 5 and Platelet DG rel -4.
N#Cc1cc2c(nc1SCc1ccc(Cl)nc1)CCCCC2 was read as AI-2 QS mod 27, HSF1 inhib 13, HSF-1 act 10, GSK3B inh -1, HDAC3 inh 0, Dyrk1A ADPGlo -11, HSP90 inh 2, GSK3A inh -2 and Platelet DG rel -2.
Screening CCOC(=O)c1c(S(=O)(=O)N(C)Cc2ccco2)c(C)n(C)c1C returned AI-2 QS mod 11, HSF1 inhib -13, HSF-1 act -6, GSK3B inh 0, HDAC3 inh -10, Dyrk1A ADPGlo -2, PolyA inh inactive, HSP90 inh -1, GSK3A inh 1 and Platelet DG rel -12.
Screening CCc1ccc(NC(=S)Nc2ccc3[nH]c(=O)[nH]c3c2)cc1 returned AI-2 QS mod 14, HSF1 inhib -22, HSF-1 act -26, GSK3B inh -2, Dyrk1A ADPGlo 9, PolyA inh inactive, HSP90 inh 3, GSK3A inh 1 and Platelet DG rel 24.
CCOC(=O)C1(C)/C(=N/Nc2ccccc2)C(=O)C(=O)N1c1ccccc1 (stereo not drawn) was read as AI-2 QS mod 12, HSF1 inhib 2, HSF-1 act 3, GSK3B inh 0, HDAC3 inh 1, Dyrk1A ADPGlo 0, PolyA inh inactive, HSP90 inh 1, GSK3A inh -1 and Platelet DG rel 15.
For CC1CN(c2nc3c(c(=O)n(C)c(=O)n3C)n2Cc2c(Cl)cccc2Cl)CC(C)O1 (stereo not drawn) the results were AI-2 QS mod 16, HSF1 inhib -6, HSF-1 act 3, GSK3B inh 0, HDAC3 inh -14, Dyrk1A ADPGlo 1, PolyA inh inactive, GSK3A inh -1 and Platelet DG rel 3.
Screening COc1ccc(/C(O)=C2/C(=O)C(=O)N(CCN3CCOCC3)C2c2cccnc2)cc1OC (stereo not drawn) returned AI-2 QS mod 1, HSF1 inhib -5, HSF-1 act 11, GSK3B inh 3, Dyrk1A ADPGlo -1, PolyA inh inactive, HSP90 inh -3 and Platelet DG rel 5.
`COc1ccc(NS(=O)(=O)c2ccc(O)c(NC(=O)c3ccc(S(=O)(=O)N4CCCC4)cc3)c2)cc1` gave AI-2 QS mod 11, HSF1 inhib -2, HSF-1 act 1, GSK3B inh 1, HDAC3 inh 0, Dyrk1A ADPGlo 2, PolyA inh inactive, HSP90 inh 0 and Platelet DG rel -3.
COc1nc(NCc2ccco2)nc(NC2CCCCC2)n1 was read as AI-2 QS mod 14, HSF1 inhib 15, HSF-1 act 26, GSK3B inh -2, HDAC3 inh -6, Dyrk1A ADPGlo -3, PolyA inh inactive, HSP90 inh -2, GSK3A inh -3 and Platelet DG rel 6.
For COCCn1c(N)c(N(Cc2ccccc2)C(=O)C2=COCCO2)c(=O)[nH]c1=O the results were AI-2 QS mod -2, HSF1 inhib -3, HSF-1 act -15, GSK3B inh -4, HDAC3 inh 9, Dyrk1A ADPGlo 17, PolyA inh inactive, HSP90 inh 4, GSK3A inh 0 and Platelet DG rel -6.
`COc1ccc(C(=O)Oc2ccc3ccc(=O)oc3c2)cc1` gave AI-2 QS mod -1, HSF1 inhib 1, HSF-1 act 6, GSK3B inh -1, HDAC3 inh -9, Dyrk1A ADPGlo -3, PolyA inh inactive, HSP90 inh 1, GSK3A inh -1 and Platelet DG rel 0.
`CN(C)CCCNc1oc(-c2ccccc2)nc1C#N` gave AI-2 QS mod 15, HSF1 inhib 8, HSF-1 act 3, GSK3B inh -4, HDAC3 inh -66, Dyrk1A ADPGlo 7, PolyA inh inactive, HSP90 inh -1, GSK3A inh -1 and Platelet DG rel 19.
`N#Cc1c(=O)c2nc(NCCCO)ncc2n2c(=O)c3ccccc3[nH]c12` gave AI-2 QS mod 0, HSF1 inhib -5, HSF-1 act -5, GSK3B inh 4, HDAC3 inh 9, Dyrk1A ADPGlo 56*, PolyA inh inactive, HSP90 inh -1, GSK3A inh 1 and Platelet DG rel -3.
For Cc1ccccc1SCc1noc(C(=O)NC(C)C)c1C(=O)O the results were AI-2 QS mod 19, HSF1 inhib 3, HSF-1 act -11, GSK3B inh 6, HDAC3 inh 6, Dyrk1A ADPGlo 5, PolyA inh inactive, HSP90 inh -6, GSK3A inh -3 and Platelet DG rel -5.
CSC[C@@H]1NC(=S)N(c2ccc(C)cc2)C1=O was read as AI-2 QS mod -7, HSF1 inhib 7, HSF-1 act 11, GSK3B inh -1, HDAC3 inh 6, Dyrk1A ADPGlo -1, PolyA inh inactive, HSP90 inh 2, GSK3A inh -2 and Platelet DG rel 16.
Screening COc1cc(C=O)cc(Cl)c1OC(=O)N1CCOCC1 returned AI-2 QS mod -3, HSF1 inhib -4, HSF-1 act 1, GSK3B inh -3, HDAC3 inh -1, Dyrk1A ADPGlo 0, PolyA inh inactive, HSP90 inh -4, GSK3A inh -1 and Platelet DG rel -9.
Screening CCNC(=S)NNc1nnc(-c2ccccc2)c(-c2ccccc2)n1 returned AI-2 QS mod 28, HSF1 inhib 4, HSF-1 act 3, GSK3B inh -2, HDAC3 inh 0, Dyrk1A ADPGlo -1, PolyA inh inactive, HSP90 inh 1, GSK3A inh 0 and Platelet DG rel -2.
`CCOc1cc(C(=S)N2CCOCC2)ccc1OS(=O)(=O)c1ccc(NC(C)=O)cc1` gave AI-2 QS mod -1, HSF1 inhib -4, HSF-1 act -4, GSK3B inh 0, HDAC3 inh -15, Dyrk1A ADPGlo 5, PolyA inh inactive, HSP90 inh -3, GSK3A inh -2 and Platelet DG rel 0.
For O=C(CN1CCN(Cc2ccccc2)CC1)N/N=C/c1cccnc1 the results were AI-2 QS mod 0, HSF1 inhib 0, HSF-1 act -8, GSK3B inh 5, HDAC3 inh 8, Dyrk1A ADPGlo 5, PolyA inh inactive, HSP90 inh 2, GSK3A inh -1 and Platelet DG rel 13.
Screening N#Cc1c(NC(=O)CCN2C(=O)c3ccccc3C2=O)oc(-c2ccccc2)c1-c1ccccc1 returned AI-2 QS mod 30, HSF1 inhib 8, HSF-1 act 17, GSK3B inh -1, HDAC3 inh 8, Dyrk1A ADPGlo 4, PolyA inh inactive, HSP90 inh 3, GSK3A inh 0 and Platelet DG rel 4.
`Cc1cc(=O)nc2c3ccccc3n(C(C)C(=O)Nc3cc(F)ccc3F)n12` (stereo not drawn) gave AI-2 QS mod 10, HSF1 inhib 1, HSF-1 act -9, GSK3B inh 0, HDAC3 inh -1, Dyrk1A ADPGlo -2, PolyA inh inactive, HSP90 inh -7, GSK3A inh 0 and Platelet DG rel 15.
Screening CN(Cc1ccccc1)c1ccc(S(=O)(=O)N2CCC(C(=O)O)CC2)cc1[N+](=O)[O-] returned AI-2 QS mod 14, HSF1 inhib -2, HSF-1 act 3, GSK3B inh 2, HDAC3 inh 5, Dyrk1A ADPGlo -4, HSP90 inh 3, GSK3A inh -3 and Platelet DG rel -4.
O=C1CC(=C2c3ccccc3-c3ccccc32)C(=O)N1CCN1CCN(c2ccccc2)CC1 was read as AI-2 QS mod 34, HSF1 inhib 4, HSF-1 act 9, GSK3B inh -3, HDAC3 inh 4, PolyA inh inactive, HSP90 inh 4, GSK3A inh -3 and Platelet DG rel 3.
`COc1ccc(N2C(=O)CSC(c3ccccc3)C2=O)cc1` (stereo not drawn) gave AI-2 QS mod 8, HSF1 inhib -5, HSF-1 act 18, GSK3B inh 6, HDAC3 inh -5, Dyrk1A ADPGlo -4, PolyA inh inactive, HSP90 inh 0, GSK3A inh -6 and Platelet DG rel 1.

Pulled by compound from the list above (two):
O=C1CC(=C2c3ccccc3-c3ccccc32)C(=O)N1CCN1CCN(c2ccccc2)CC1 was read as AI-2 QS mod 34, HSF1 inhib 4, HSF-1 act 9, GSK3B inh -3, HDAC3 inh 4, PolyA inh inactive, HSP90 inh 4, GSK3A inh -3 and Platelet DG rel 3.
CSC[C@@H]1NC(=S)N(c2ccc(C)cc2)C1=O was read as AI-2 QS mod -7, HSF1 inhib 7, HSF-1 act 11, GSK3B inh -1, HDAC3 inh 6, Dyrk1A ADPGlo -1, PolyA inh inactive, HSP90 inh 2, GSK3A inh -2 and Platelet DG rel 16.

The list is partial, so the mix of outcomes need not match the whole.
